# Screening data (PubChem BioAssay)
# FN deposit inh = fibronectin deposition inhibition; AH1F fibroblasts, Alexa488-fibronectin deposition fluorescence, overnight; inhibition, % at 12.6 µM; 0.086% of 350,000 active;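 active = mean inhibition across replicates of 30% or more, regardless of how many single replicates reach that level; inconclusive = mean under 30% yet at least half of replicates reach 30%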;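 note: positive control wells lacked labelled fibronectin entirely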
#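 Assay system: AH1F fibroblast monolayer, labelled fibronectin deposition. Amount: 10000 cells per well. Also added: labelled fibronectin 24 nM. Compound: single-point pinned compound. Incubation: cell attachment 1 h, compound and FN exposure overnight. Detection: fluorescence after three HBSS washes, excitation 485 nm, emission 525 nm. Read-out: inhibition of fibronectin deposition signal.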
# GSIS activator = primary screen for activators of insulin secretion dependent on glucose, INS-1E cells, GLuc reporter luminescence; INS-1E GLuc reporter insulin secretion, 2-3 h; 0.61% of 370,000 active; activation, % at 16.6 µM;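 active = lowest replicate activation of at least 40%, so every replicate reaches that level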;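 note: 0% = median of neutral control wells and 100% = median of IBMX positive control wells; some compounds called inactive have numbers as strong as hits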
# C2C12 statin = suppression of simvastatin myotoxicity. C2C12 myotubes + simvastatin, ATP luminescence, 48 h; scaled: DMSO 0, geranylgeraniol control 100. rescue of ATP level, % at 7.49 µM. 0.78% of 330,000 active. AID 602340;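 active = mean ATP rescue above about 67%, or every replicate alone reaching that limit, limit read from the data, passing the limit was not always enough; inconclusive = no clear call, values can overlap the other calls; inactive = mean under the limit and some replicate under it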;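 note: myotubes were challenged with 10 µM simvastatin during compound exposure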
# PGC1a acetyl inh = lowers PGC1a acetylation signal in U2OS cells; 0.17% of 350,000 active; AlphaScreen anti-acetyl-lysine; with virally co-expressed GCN5 acetyltransferase; inhibition, % at 15.6 µM;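 active = every replicate shows inhibition of at least 40%; inconclusive = mean inhibition at least 40% but some replicate below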;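 note: 0% = neutral control wells and 100% = positive control wells; some results beyond the cut were filed as inactive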
# Cneo AK release = Cryptococcus neoformans lysis via adenylate kinase release | 0.2% of 360,000 active | C. neoformans lysis, adenylate kinase release luminescence, 4 h; normalised: neutral wells 0, clomiphene wells 100 | lysis activity, % at 15 µM;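 active = mean lysis activity across replicates of at least 80%, whatever share of replicates individually reach that level; inactive = mean lysis activity below 80%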
#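 Material – Cryptococcus neoformans yeast cells · Quantity – 5 × 10^6 yeast cells/mL · Buffer or medium – YPD medium · Compound – single dose · Timing – 4 h static compound exposure, 37 °C, read 1 h post-reagent · Signal – adenylate kinase release luminescence · Read-out basis – lysis from increased AK signal · Benchmarks – Clomiphene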
# CFTR F508del cor = correctors of CFTR F508del function in bronchial epithelial cells | 0.36% of 350,000 active | activity (quench increase), % at 7.58 µM | CFBE cells, YFP halide quenching; stimulated with forskolin plus potentiator P3; % fluorescence drop versus neutral controls;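 active = mean added fluorescence quench of at least 8% versus neutral control, with both replicates also reaching 8%; inconclusive = only one of the mean or replicate conditions met; inactive = mean below 8% and not both replicates reaching 8%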;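 note: cells transiently co-express mutant CFTR-F508del with the halide-sensitive YFP; corrector assay measuring rescue of mutant channel to the surface after 24 h compound exposure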
# PglD inh = blocks C. jejuni PglD acetyltransferase activity; purified PglD enzyme, DTNB colorimetric CoA detection; inhibition, % at 12.5 µM; 0.098% of 360,000 active; in the data active = inhibition above about 16%, passing the limit was not always enough; inconclusive = no clear call, values can overlap the other calls; note: strong numbers were not always called active
# miR122 inh = inhibitors of miR-122 in Huh7 cells; Huh7 miR-122 Renilla luciferase sensor, 48 h; neutral wells = 0, positive control = 100; activation (reporter increase), % at 12.5 µM; 0.3% of 340,000 active;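 active = mean replicate activation score at least 90 and every replicate individually at or above 90; inconclusive = only one of the two criteria met; inactive = neither criterion met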;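 note: higher luciferase means less miR-122 activity so hits act as miR-122 inhibitors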
# Numbers without * were called inactive; ? = inconclusive; nt = not tested or not shown; [ ] = dose if it differs, or a comment.
item	canonical_smiles	FN deposit inh	GSIS activator	C2C12 statin	PGC1a acetyl inh	Cneo AK release	CFTR F508del cor	PglD inh	miR122 inh
1	C[C@H]1CN([C@@H](C)CO)C(=O)c2cc(C#Cc3ccccc3F)cnc2O[C@H]1CN(C)C(=O)C1CC1	nt	-5	-12	11	-12	-2.3	-3	-7[16.7 µM]
2	O=C1CCC(C(=O)Nc2ccc(Cl)cc2)N1 (stereo not drawn)	-2	-13	9	0	4	0.3	4	-3
3	CCn1c(CC(=O)Nc2ccc(C)cc2)nnc1SCC(=O)N1CCOCC1	nt	-23	10	nt	1	-0.3	8	nt
4	CCn1c2ccccc2c2cc(NC(=O)COC(=O)C3CCC(=O)N3)ccc21 (stereo not drawn)	nt	nt	-26	-14	18	nt	-2	13
5	CCOC(=O)C(NC(=O)Nc1ccc(O)cc1)(c1ccccc1)C(F)(F)F (stereo not drawn)	4	8	nt	nt	-5	nt	-4	-5
6	Cn1cccc1Cc1nnc(SCC(=O)Nc2ccc3c(c2)OCCO3)n1CCc1ccccc1	-6	1	-2	-8	2	4.7	-2	0
7	COc1cccc(C(=O)OCC(=O)Nc2ccc3c(c2)OCCO3)c1	-2	30	-1	1	-1	-3.0	6	1
8	CC(=O)C[C@H](O)CC(=O)[C@H]1OC(=O)[C@H](C)C/C=C\Cc2ccccc21	-20	10	nt	0	1	1.2	-1	5
9	C[C@@H]1CN([C@@H](C)CO)C(=O)Cc2cc(NS(C)(=O)=O)ccc2O[C@H]1CN(C)C(=O)Nc1ccccc1	-17	3	0	4	53	2.7	0	0[16.7 µM]
10	O=C(Nc1ncc(Cc2cccc(Cl)c2)s1)c1ccc([N+](=O)[O-])cc1	7	7	nt	4	8	nt	-2	-3
11	CCCNC(=O)C1(C)CCCN(C(=O)c2c(F)ccc(C)c2F)C1 (stereo not drawn)	-1	-7	-2	1	0	5.6	-6	2
12	CO[C@H]1CN(C)C(=O)c2cc(NC(=O)NC(C)C)ccc2OC[C@@H](C)N(CC2CC2)C[C@H]1C	-13	-6	0	9	-3	-5.7	2	nt
13	CCC(=O)N1[C@H](CN(CC)C(=O)c2ccccc2)[C@@H](c2ccccc2)[C@@H]1CO	nt	8	-7	8	-3	-0.4	4	-31[16.7 µM]
14	C[C@H](CO)N1C[C@H](C)[C@H](CN(C)C(=O)NC2CCCCC2)Oc2c(NC(=O)c3nc4ccccc4s3)cccc2C1=O	13	-26	-26	16	3	-5.9	8	16[16.7 µM]
15	O=C(O)C[C@H]1C=C[C@@H](NC(=O)Nc2ccccc2)[C@H](CO)O1	-17	7	-2	0	0	0.8	3	nt
16	C[C@H]1CN([C@@H](C)CO)C(=O)c2cc(C#CCN(C)C)cnc2O[C@@H]1CN(C)Cc1cccc(F)c1	-4	12	nt	9	nt	-1.1	nt	nt
17	CC(=O)Nc1ccc(C(=O)OCC(=O)/C(C#N)=C(\C)N)cc1	8	17	nt	7	nt	-1.9	nt	nt
18	COC(=O)[C@@]12CCCN1[C@H](c1ccc(-c3ccc(OC)cc3)c(OC)c1)[C@@H]1C(=O)N(C)C(=O)[C@@H]12	-34	nt	0	-18	0	-2.3	9	4
19	CCN(C(=O)COC(=O)c1cc(C)oc1C)c1c(N)n(Cc2ccccc2)c(=O)[nH]c1=O	4	nt	5	-3	0	1.2	0	-4
20	CC(C)NS(=O)(=O)c1ccc(OCC(=O)Nc2ccc3c(c2)OCO3)c(Cl)c1	nt	-23	0	-10	3	nt	3	26
21	CC(C)NC(=O)Nc1ccc2c(c1)C(=O)N([C@@H](C)CO)C[C@H](C)[C@H](CN(C)C(=O)C1CCCCC1)OCCCC[C@H](C)O2	2	-7	-6	5	-3	-2.0	5	-2[16.7 µM]
22	N/C(=N\OC(=O)c1cccc(F)c1)c1ccccn1	-14	9	-20	0	-6	0.6	0	-4
23	COCCn1c(=O)[nH]c2cc(C(=O)Nc3cc(OC)c(OC)c(OC)c3)ccc2c1=O	2	47*	-20	nt	1	1.6	-5	nt
24	O=C(CSc1ccccn1)N1CCN(c2cccc(Cl)c2)CC1	10	nt	7	4	0	nt	7	-21
25	CCOC(=O)c1c(-c2ccc(F)cc2)csc1NC(=O)CN1C(=O)NC2(CCCCC2C)C1=O (stereo not drawn)	-5	-3	nt	-6	0	nt	-5	1
26	O=C1c2[nH]nc(-c3ccccc3O)c2C(c2ccc(F)cc2)N1CC1CCCO1 (stereo not drawn)	1	nt	8	-2	0	nt	-7	0
27	COc1ccccc1S(=O)(=O)N[C@H]1CC[C@@H](CCNC(=O)C2CCCC2)O[C@H]1CO	-5	4	-6	-1	-1	-3.0	0	10[16.7 µM]
28	O=C(NN=Cc1cccc2ccccc12)C(=O)NN=Cc1cccc2ccccc12	-1	7	0	-1	0	2.7	-2	nt
29	O=c1c(O)c(-c2ccc3c(c2)OCO3)oc2ccccc12	nt	nt	-2	1	-3	nt	-1	2
30	CCN(/C=N/c1sc2c(c1C#N)CCCCC2)CC	nt	nt	nt	4	4	nt	-6	10
31	COC(=O)c1cc(Br)c(=O)n(-c2cccc(F)c2)c1	8	nt	3	-5	2	nt	1	-5
32	C[C@@H]1CN([C@@H](C)CO)C(=O)c2cc(NC(=O)Nc3ccc(F)cc3)ccc2O[C@@H](C)CCCCO[C@H]1CN(C)S(=O)(=O)c1cn(C)cn1	6	7	nt	8	10	0.5	-2	2[16.7 µM]
33	O=C(CCCN1C(=O)/C(=C/c2ccccc2Cl)SC1=S)NNC(=O)c1ccc(Cl)cc1	-2	-10	nt	8	nt	0.5	nt	nt
34	CNC[C@H]1Oc2cc(C#CC(C)(C)O)ccc2S(=O)(=O)N([C@@H](C)CO)C[C@@H]1C	nt	14	-19	-3	-3	-0.4	0	0[16.7 µM]
35	O=c1cc(-c2ccccc2)c2cc(Cl)c(O)c(CN3CCOCC3)c2o1	1	10	62	-1	-14	-1.8	-4	-2
36	Cc1cc(NC(=O)c2ccc(COc3ccccc3Cl)o2)no1	nt	13	8	-8	-1	0.2	0	3
37	Cc1c(C(=O)Nc2cc(S(=O)(=O)N3CCOCC3)ccc2N2CCOCC2)oc2ccccc12	-7	-7	-6	1	3	-0.4	-1	-14
38	O=C1/C(=C\c2ccc(Cl)c(Cl)c2)CN(C(=O)CCN2CCOCC2)C/C1=C/c1ccc(Cl)c(Cl)c1	4	136*	nt	?	nt	-5.2	nt	-5
39	CCCCNc1nc(N(C)c2ccccc2)nc(-n2ccnc2)n1	8	nt	-2	-3	9	nt	0	6
40	CC12CCC(C(=O)NNc3ccccc3)(C(=O)C1=O)C2(C)C (stereo not drawn)	-1	nt	-3	nt	0	2.4	-1	-3
41	COc1cccc(-c2nc(CS(=O)(=O)CC(=O)NCCCN3CCc4ccccc4C3)c(C)o2)c1	-6	nt	nt	2	3	nt	0	-7
42	CC(C)c1cccc(C(C)C)c1NC(=O)CN1C(=O)NC2(CCCC2)C1=O	-6	4	-18	-16	2	-0.8	0	3
43	COc1cccc(C(c2nnnn2CC2CCCO2)N2CCN(C(=O)c3ccco3)CC2)c1OC (stereo not drawn)	-4	5	-6	0	-2	3.1	-32	-2
44	O=C1/C(=C\c2ccco2)SC(=S)N1C1CCS(=O)(=O)C1 (stereo not drawn)	-1	-11	nt	3	0	1.1	-1	-11
45	C[C@@H]1CN([C@H](C)CO)S(=O)(=O)c2ccc(C#CC3(O)CCCC3)cc2O[C@@H]1CN(C)C(=O)c1cccnc1	nt	14	5	0	-4	-0.7	-10	-44[16.7 µM]
46	COc1c2ccccc2nc2ccccc12	0	-7	3	29	-2	3.1	1	-3
47	Oc1ccc(/C=N/Nc2ncc(Cl)cc2Cl)cc1	2	33	3	2	0	-0.1	2	-3
48	Cc1cc(C)nc(SCc2nnc(SCC(N)=O)o2)n1	-4	11	nt	-4	nt	-2.0	nt	nt
49	CCCN(CC(=O)Nc1ccccc1C)C(=O)CCCc1c[nH]c2ccccc12	nt	-12	4	3	1	-0.6	4	7
50	CC(C)(C)c1ccc(-c2noc(CCC(=O)Nc3cccnc3)n2)cc1	-11	-27	nt	-12	-2	2.5	-2	-3
51	COc1cccc(C2=NN(S(C)(=O)=O)C(c3cccs3)C2)c1 (stereo not drawn)	0	-2	nt	-8	nt	-0.8	nt	nt
52	CCOC(=O)CCCSc1nc(-c2ccc3c(c2)OCO3)cc(C(F)(F)F)c1C#N	nt	-5	6	-3	-1	nt	-5	5
53	Cc1c(NC(=O)CN2C(=O)c3ccccc3C2=O)c(=O)n(-c2ccccc2)n1C	nt	nt	6	17	-5	nt	6	-7
54	O=C(c1ccccc1F)N1C[C@H]2[C@@H](c3ccccc31)[C@@H](CO)N2C(=O)c1ccncc1	-8	-6	-11	9	1	-0.7	4	19[16.7 µM]
55	CCCCNC(=O)c1nc(C2CCN(S(=O)(=O)c3cccc(C(F)(F)F)c3)CC2)oc1-c1ccccc1	0	-15	3	3	0	-0.4	0	0
56	Cc1cccc(C(C)C)c1NC(=O)c1cccnc1	-3	nt	14	-7	-3	nt	nt	3

# (more compounds)
item	canonical_smiles	FN deposit inh	GSIS activator	C2C12 statin	PGC1a acetyl inh	Cneo AK release	CFTR F508del cor	PglD inh	miR122 inh
57	CCC(C)[C@H](NC(=O)N1CCn2c1nc1ccccc12)C(=O)NCC1CCCO1 (stereo partly drawn)	2	9	13	-9	-2	-0.6	1	0
58	FC(F)(F)c1cccc(OCCOCCn2cncn2)c1	-3	nt	nt	-13	-2	nt	-3	7
59	Cc1nn(CC(=O)NCC(C)c2ccccc2)c(=O)c2cc(-c3ccccc3)nn12 (stereo not drawn)	-1	17	23	1	-2	1.2	1	-4
60	O=S(=O)(Cc1ccccc1)N1CCN(Cc2ccc(F)cc2Cl)CC1	nt	2	3	-2	2	-0.7	-3	-6
61	Cc1[nH]nc2ncc(C(=O)c3ccccc3O)cc12	5	nt	-9	45*	-1	nt	4	-4
62	CC(=O)Nc1ccc(S(=O)(=O)N(C)CC(=O)Nc2ccc(Br)cc2F)cc1	8	-6	1	nt	nt	0.8	nt	1
63	COc1cc2c(cc1OC)C1(CCCC1)CNC2c1cccc([N+](=O)[O-])c1 (stereo not drawn)	0	9	13	8	-7	-1.5	-2	-2
64	COc1ccc(Cc2nc(-c3ccc(Br)cc3)no2)cc1	-10	8	-9	-14	-1	nt	-1	-2
65	C[C@H]1CCCCO[C@H](CN(C)C(=O)Nc2cccc3ccccc23)[C@@H](C)CN([C@@H](C)CO)C(=O)c2cc(NS(=O)(=O)c3ccccc3)ccc2O1	-5	-2	nt	-8	-4	-4.5	2	4[16.7 µM]
66	CCCC(=O)Nc1ccc2c(c1)C(=O)N(C)[C@@H]1CC[C@H](CC(=O)Nc3cn(C)nc3C)O[C@@H]1CO2	-14	9	5	-1	1	-0.1	1	-32[16.7 µM]
67	CSCC[C@H](N)C(=O)N1CCC(C(=O)N[C@H](C(=O)NCc2ccccc2F)C(C)C)CC1	nt	6	11	6	-2	-1.1	-3	4
68	Cc1nc2sccn2c(=O)c1S(=O)(=O)NCc1ccccc1	10	7	-6	2	0	1.9	-2	-6
